Screens deposited in PubChem BioAssay by National Center for Advancing Translational Sciences (NCATS).
SMN2 splice up: enhancers of SMN2 splice variant expression; HEK293 SMN2-luciferase splicing reporter, luminescence, 30-36 h; Potency, µM (titrated, usually from 46.1 µM), inactives show at the highest dose activity change, positive = activation, usual class: activators; actives 2.8% (n = 210,000); also: % of control where 0% means no effect; nearly all actives have a fitted effect of over 55% in size
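HEK293 cells carry an SMN2 […]–luciferase reporter in which exon 7 inclusion puts luciferase in frame. Cells were plated 10-12 h before compound addition, then incubated 30-36 h at 37C. ONE-Glo luminescence was read; sodium butyrate at 4.5 mM final served as control.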
RGS12 GoLoco inh: RGS12 GoLoco-Gai1 interaction inhibition. Gai1:RGS12 GoLoco peptide FP, rhodamine, 10 min. actives 0.44% (n = 230,000). Potency, µM (doses to about 61.6 µM), inactives show at the top dose activity, negative = inhibition, actives largely listed as inhibitors; active = well fitted inhibition curve with a large enough effect, not every such curve was filed as active; inactive = no such curve, though single readings can be large or run the other way; also: % is scaled to controls: 0 for no effect and ±100 for the full control effect; nearly all actives have a fitted effect of over 30% in size; many of its hits are not listed in these tables
TRb SRC2 PPI: TRbeta-SRC2 interaction inhibition; P10828; TRbeta-SRC2 peptide binding, fluorescence polarization; receptor liganded with 1 µM T3; Potency, µM (series often up to 106 µM), for the others: at the top dose activity change, negative = inhibition, usual class: inhibitors; actives 0.065% (n = 280,000); AID 1469;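 also: plate controls were bound peptide for no effect and peptide without receptor for full effect; nearly all actives have a fitted effect of over 50% in size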
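Assay buffer: 20 mM Tris-HCl, 100 mM NaCl, 10% glycerol, 1 mM EDTA, 0.01% NP-40, 1 mM DTT, 1 uM T3, 5% DMSO; TRb LBD 0.6 uM, Texas Red SRC2 20 nM; FP after 5 hr.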
ALDH1A1 inh: ALDH1A1 (human) enzyme inhibition | Purified ALDH1A1, NADH fluorescence, propionaldehyde substrate | Potency, µM (highest dose often 75.3 µM), inactives show at the highest dose activity, negative = inhibition, actives largely listed as inhibitors | actives 7.3% (n = 220,000) | AID 1030; active = well fitted inhibition curve with a large enough effect, not every such curve was filed as active; inconclusive = small, poorly fitted or top-dose-only effect, or another doubt; inactive = no such curve, though single readings can be large or run the other way;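 also: plate controls were no enzyme wells and a reference inhibitor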
KDM4E inh: blocks human JMJD2E demethylase activity; B2RXH2; JMJD2E catalytic domain, FDH-coupled NADH fluorescence (FDH is formaldehyde dehydrogenase); actives 1.6% (n = 230,000); Potency, µM (highest dose often 57.1 µM), inactives show at the top dose activity change, negative = inhibition, usual class: inhibitors; active = well fitted inhibition curve with a large enough effect, not every such curve was filed as active; inconclusive = small, poorly fitted or top-dose-only effect, or another doubt; inactive = no such curve, though single readings can be large or run the other way;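 also: 0% = wells with enzyme and -100% = buffer wells without enzyme; nearly all actives have a fitted effect of over 50% in size; many of its hits are not listed in these tables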
Target sequence (B2RXH2 1-337 limits assumed): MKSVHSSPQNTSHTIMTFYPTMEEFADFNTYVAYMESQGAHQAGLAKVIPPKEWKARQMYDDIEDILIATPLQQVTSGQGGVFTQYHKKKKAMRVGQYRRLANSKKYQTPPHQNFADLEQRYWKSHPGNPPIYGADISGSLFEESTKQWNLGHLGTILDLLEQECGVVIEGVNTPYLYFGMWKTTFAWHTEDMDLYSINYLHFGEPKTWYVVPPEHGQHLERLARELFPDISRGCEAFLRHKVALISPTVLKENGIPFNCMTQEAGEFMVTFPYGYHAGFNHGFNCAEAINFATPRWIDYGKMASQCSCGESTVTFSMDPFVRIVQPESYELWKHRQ
LMNA splice mod: LMNA splicing modulation | Potency, µM (series often up to 46.1 µM), inactives show at the top dose ratio change, negative = inhibition, most hits filed as inhibitors | AID 1487 | HeLa LMNA splicing GFP/RFP minigene ratio, 48 h | actives 0.01% (n = 200,000); active = well fitted inhibition curve with a large enough effect in the signal ratio, with a control signal flat, not every such curve was filed as active; inconclusive = small, poorly fitted or top-dose-only effect, or effect the other way, or a change in a side signal; the % refers to the signal ratio; also: % is scaled to controls: 0 for no effect and ±100 for the full control effect
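Read-out is the ratio of GFP to DsRed2 object intensity, acquired by 488 nm laser-scanning cytometry on HeLa lamin A-EGFP minigene reporter cells. Compound incubation 48 hrs at 37 °C in Opti-MEM with 2% FBS; DMSO 0.5% final.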
TR SRC2 fluor cs: counter-screen for TRb-SRC2 inhibitors: fluorescence interference | TRb/SRC2 Texas Red total fluorescence interference | Potency, µM (highest dose often 106 µM), for inactives: at the top dose fluorescence change, negative = quenching | actives 0.29% (n = 280,000) | AID 1479; active = well fitted curve in either direction with a large enough effect; inconclusive = small, poorly fitted or top-dose-only effect; also: % is scaled to controls: 0 for no effect and ±100 for the full control effect
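Human TRβ ligand-binding domain (0.6 uM) and Texas Red SRC2 peptide (20 nM) in Tris buffer with 1 uM T3 and 5% DMSO were incubated with pinned compound for 5 hr at ambient temperature. Total fluorescence was computed as S + 2P (555/632 nm).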
RECQ1 helicase: RECQ1 (human) helicase inhibition; P46063; RECQ1 DNA unwinding, red fluorescence kinetic read; Potency, µM (series often up to 57.3 µM), for the others: at the top dose activity, negative = inhibition, usual class: inhibitors; actives 0.54% (n = 240,000); AID 2549;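 also: plate controls were vehicle for no effect and no enzyme for full effect; nearly all actives have a fitted effect of over 30% in size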
Target sequence (P46063 whole entry, looked up): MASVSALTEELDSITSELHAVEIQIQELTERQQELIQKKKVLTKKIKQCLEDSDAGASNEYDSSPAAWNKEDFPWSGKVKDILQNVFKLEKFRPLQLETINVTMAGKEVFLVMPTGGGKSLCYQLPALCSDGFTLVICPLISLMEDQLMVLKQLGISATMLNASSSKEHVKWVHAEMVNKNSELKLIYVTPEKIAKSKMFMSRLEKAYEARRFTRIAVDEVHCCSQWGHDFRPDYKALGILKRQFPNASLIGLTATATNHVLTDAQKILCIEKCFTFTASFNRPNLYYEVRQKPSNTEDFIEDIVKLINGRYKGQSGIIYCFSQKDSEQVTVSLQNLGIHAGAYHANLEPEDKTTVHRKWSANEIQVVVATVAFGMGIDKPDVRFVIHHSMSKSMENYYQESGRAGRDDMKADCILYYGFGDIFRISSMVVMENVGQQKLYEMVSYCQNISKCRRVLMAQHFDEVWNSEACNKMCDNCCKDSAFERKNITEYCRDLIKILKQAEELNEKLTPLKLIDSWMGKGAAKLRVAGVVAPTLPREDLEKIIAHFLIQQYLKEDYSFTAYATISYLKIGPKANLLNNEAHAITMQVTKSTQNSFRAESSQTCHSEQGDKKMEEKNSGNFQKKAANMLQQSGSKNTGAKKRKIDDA
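50 nM RECQ1T1 preincubated 15 min with compound in Tris pH 8.0 buffer with MgCl2, DTT, Tween-20 and 2.5 ug/ml poly(dI-dC); started with 200 nM TAMRA/BHQ-2 forked duplex and 2 mM ATP. Unwinding read as fluorescence (525/598 nm), two reads 2 h apart.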
The depositor's hits bear a star; [ ] = remark or other dose. Unless noted, calls follow the shape of the dose curve; as a rule, active = well fitted curve in the direction sought with a large enough effect; inconclusive = small, poorly fitted or top-dose-only effect, or another doubt; inactive = no such curve, though single readings can be large; an effect the other way counts as inactive or inconclusive. Potency is read from the fitted curve at half-maximal effect. This is a subset, so the mix of outcomes need not match the whole.

Start of the listing, in advance, 2 compounds:
Screening COc1ccc(CNc2ccc(C)c(C)c2)cc1 returned SMN2 splice up 25%, RGS12 GoLoco inh 8%, TRb SRC2 PPI 2%, ALDH1A1 inh -6%, KDM4E inh -9%, LMNA splice mod inconclusive, TR SRC2 fluor cs 0% and RECQ1 helicase inactive.
For O=S(=O)(/N=C(/c1ccc(Cl)cc1)N1CCOCC1)c1ccc(Cl)cc1 the results were SMN2 splice up -15%, RGS12 GoLoco inh 4%, TRb SRC2 PPI -4%, ALDH1A1 inh 11%, KDM4E inh -5%, LMNA splice mod 6%[0.0737 µM], TR SRC2 fluor cs 1% and RECQ1 helicase -6%.

Main list, from the start:
Screening COc1ccc(CNc2ccc(C)c(C)c2)cc1 returned SMN2 splice up 25%, RGS12 GoLoco inh 8%, TRb SRC2 PPI 2%, ALDH1A1 inh -6%, KDM4E inh -9%, LMNA splice mod inconclusive, TR SRC2 fluor cs 0% and RECQ1 helicase inactive.
For O=S(=O)(/N=C(/c1ccc(Cl)cc1)N1CCOCC1)c1ccc(Cl)cc1 the results were SMN2 splice up -15%, RGS12 GoLoco inh 4%, TRb SRC2 PPI -4%, ALDH1A1 inh 11%, KDM4E inh -5%, LMNA splice mod 6%[0.0737 µM], TR SRC2 fluor cs 1% and RECQ1 helicase -6%.
NC(=O)CC(NC(=O)Cc1ccc(Br)cc1)c1ccc(NCCc2cccc(F)c2)c([N+](=O)[O-])c1 (stereo not drawn) was read as RGS12 GoLoco inh 6%, TRb SRC2 PPI -5%, KDM4E inh -1%, TR SRC2 fluor cs 0% and RECQ1 helicase -5%.
`N#Cc1c(-c2ccco2)nc(SCC(=O)Nc2cccc(Cl)c2)[nH]c1=O` gave SMN2 splice up -14%, RGS12 GoLoco inh 2%, TRb SRC2 PPI -2%, ALDH1A1 inh inconclusive, KDM4E inh -13%, LMNA splice mod -5%, TR SRC2 fluor cs 3% and RECQ1 helicase 17%.
`CC1CCN(S(=O)(=O)N2CCC(C(=O)N3CCC(N(C)CC4CCCO4)CC3)CC2)CC1` (stereo not drawn) gave SMN2 splice up -3%, RGS12 GoLoco inh 11%, TRb SRC2 PPI -1%, ALDH1A1 inh -11%, KDM4E inh 7%, LMNA splice mod 1%, TR SRC2 fluor cs -2% and RECQ1 helicase -7%.
COc1ccc(-c2cc(C(=O)OCC(=O)c3ccc(C)c([N+](=O)[O-])c3)c3ccccc3n2)cc1 was read as SMN2 splice up 26%, RGS12 GoLoco inh 4%, TRb SRC2 PPI 5%, ALDH1A1 inh -3%, KDM4E inh 1%, LMNA splice mod -9%, TR SRC2 fluor cs 0% and RECQ1 helicase -3%.
Screening N#Cc1c(-c2ccccc2)[nH]c(=O)[nH]c1=O returned SMN2 splice up -12%, RGS12 GoLoco inh -6%, TRb SRC2 PPI 3%, ALDH1A1 inh -38%, KDM4E inh -2%, LMNA splice mod -13%[9.22 µM], TR SRC2 fluor cs -1% and RECQ1 helicase -3%.
Screening CC(=O)Nc1ccc2nc(NC(=O)C(Cl)(Cl)Cl)sc2c1 returned RGS12 GoLoco inh 0%, TRb SRC2 PPI 4%, ALDH1A1 inh 11%, KDM4E inh -5%, TR SRC2 fluor cs 2% and RECQ1 helicase inactive.
For CC(=O)C1=C(O)C=C2Oc3c(C(C)=O)c(O)c(C)c(O)c3[C@]2(C)C1=O the results were RGS12 GoLoco inh 6%, TRb SRC2 PPI 4%, ALDH1A1 inh inconclusive, KDM4E inh 1%, TR SRC2 fluor cs 1% and RECQ1 helicase 2%.
`CCOC(=O)C1(Cc2ccccc2C)CCCN(Cc2cc(OC)c(O)c(OC)c2)C1` (stereo not drawn) gave RGS12 GoLoco inh 0%, TRb SRC2 PPI 6%, ALDH1A1 inh inconclusive, KDM4E inh -8%, LMNA splice mod -12%[46 µM], TR SRC2 fluor cs 0% and RECQ1 helicase -2%.
Screening COC(=O)COc1ccc(S(=O)(=O)Nc2cc(OC)ccc2OC)cc1 returned SMN2 splice up -7%, RGS12 GoLoco inh -17%, TRb SRC2 PPI -4%, ALDH1A1 inh 5%, KDM4E inh -6%, LMNA splice mod 7%, TR SRC2 fluor cs -10% and RECQ1 helicase 4%.
Screening CCOC(=O)/C(=N\Nc1cccc(Cl)c1)Sc1nnc(-c2ccc(OC)cc2)n1C returned SMN2 splice up -27%, RGS12 GoLoco inh 0%, TRb SRC2 PPI -2%, ALDH1A1 inh -6%, KDM4E inh -24%, LMNA splice mod -1%, TR SRC2 fluor cs -1% and RECQ1 helicase inactive.
O=C(O)Cn1ccnc1 was read as SMN2 splice up -28%, RGS12 GoLoco inh -28%, TRb SRC2 PPI -2%, ALDH1A1 inh inconclusive, KDM4E inh 6%, LMNA splice mod -1%, TR SRC2 fluor cs -4% and RECQ1 helicase -14%.
Screening CCOC(=O)N=Nc1c2ccccc2c2nc3no[nH]c3nc12 returned SMN2 splice up -113%[inhibitor], RGS12 GoLoco inh 2%, TRb SRC2 PPI -2%, ALDH1A1 inh -13%, KDM4E inh 4%, LMNA splice mod inconclusive, TR SRC2 fluor cs -1% and RECQ1 helicase -1%.
For NC1=NC(=O)CC(C(=O)Nc2cccc3ccccc23)S1 (stereo not drawn) the results were SMN2 splice up 0%, RGS12 GoLoco inh 6%, TRb SRC2 PPI 7%, ALDH1A1 inh -13%, KDM4E inh 5%, LMNA splice mod 7%[9.22 µM], TR SRC2 fluor cs 1% and RECQ1 helicase -7%.
CCOC(=O)C1=C(N)OC(C)=C(C#N)C1c1ccco1 (stereo not drawn) was read as SMN2 splice up 4%, RGS12 GoLoco inh -3%, TRb SRC2 PPI 1%, ALDH1A1 inh -1%, KDM4E inh 8%, LMNA splice mod 0%, TR SRC2 fluor cs -2% and RECQ1 helicase -3%.
Screening COc1ccc(/C=C\c2nc(=O)c3ccccc3o2)cc1 returned RGS12 GoLoco inh 14%, TRb SRC2 PPI 7%, ALDH1A1 inh 2%, KDM4E inh -20%, LMNA splice mod -18%[46 µM], TR SRC2 fluor cs 0% and RECQ1 helicase -10%.
CCC(CC)C(=O)Nc1cccc(C(=O)NCCc2ccc(S(N)(=O)=O)cc2)c1 was read as SMN2 splice up -9%, RGS12 GoLoco inh 1%, TRb SRC2 PPI -5%, ALDH1A1 inh 5%, KDM4E inh 1%, LMNA splice mod 5%, TR SRC2 fluor cs -5% and RECQ1 helicase -1%.
For CCOC(=O)CN1C(=O)C(O)=C(C(C)=O)C1c1ccc(F)cc1 (stereo not drawn) the results were TRb SRC2 PPI 10%, ALDH1A1 inh -11%, KDM4E inh -22%, LMNA splice mod 1%, TR SRC2 fluor cs 1% and RECQ1 helicase -3%.
Screening CCn1c(SCC(N)=O)nnc1-c1ccc(OC)c(OC)c1 returned SMN2 splice up -3%, RGS12 GoLoco inh -4%, TRb SRC2 PPI -6%, ALDH1A1 inh -15%, KDM4E inh 5%, LMNA splice mod 12%, TR SRC2 fluor cs -2% and RECQ1 helicase inactive.
`Cc1ccc(CN2CCN(/N=C/c3ccccc3)CC2)cc1` gave RGS12 GoLoco inh 2%, TRb SRC2 PPI 11%, KDM4E inh 11%, TR SRC2 fluor cs 0% and RECQ1 helicase -7%.
For CCCCC(=O)Nc1cc(OC)c(NC(=S)NC)cc1OC the results were SMN2 splice up -5%, RGS12 GoLoco inh -11%, TRb SRC2 PPI 0%, ALDH1A1 inh 1%, KDM4E inh 4%, TR SRC2 fluor cs 1% and RECQ1 helicase -21%.
`CCOC(=O)Cn1c(CN2CC(C)OC(C)C2)nc2c1c(=O)n(C)c(=O)n2C` (stereo not drawn) gave SMN2 splice up 10%, RGS12 GoLoco inh 1%, TRb SRC2 PPI -1%, ALDH1A1 inh 5%, KDM4E inh -3%, LMNA splice mod -11%, TR SRC2 fluor cs -5% and RECQ1 helicase inactive.
Screening COc1ccc(CC(=O)NC(CC(=O)O)c2cccc([N+](=O)[O-])c2)cc1 (stereo not drawn) returned SMN2 splice up -7%, RGS12 GoLoco inh -23%, TRb SRC2 PPI 0%, ALDH1A1 inh -81%, KDM4E inh -2%, LMNA splice mod 18%[9.22 µM], TR SRC2 fluor cs 0% and RECQ1 helicase 17%.
Screening CC1=NN(C(=O)c2csc(C(C)C)c2)C(O)(C(F)(F)F)C1 (stereo not drawn) returned SMN2 splice up -3%, RGS12 GoLoco inh 12%, TRb SRC2 PPI 2%, ALDH1A1 inh -15%, KDM4E inh inconclusive, LMNA splice mod -8%, TR SRC2 fluor cs -2% and RECQ1 helicase -2%.
`COc1cc(CNC23CC4CC(CC(C4)C2)C3)ccc1OCc1ccccc1` gave SMN2 splice up -50%[inhibitor], RGS12 GoLoco inh 6%, TRb SRC2 PPI -4%, ALDH1A1 inh -6%, KDM4E inh 12%, TR SRC2 fluor cs -3% and RECQ1 helicase -2%.
For CC1CCCN(CC(O)COCC2COc3ccccc3O2)C1 (stereo not drawn) the results were SMN2 splice up 15%, RGS12 GoLoco inh -4%, TRb SRC2 PPI 7%, ALDH1A1 inh 4%, KDM4E inh 0%, LMNA splice mod -1%[0.0737 µM], TR SRC2 fluor cs 2% and RECQ1 helicase -2%.
Screening COc1c(OC(C)=O)ccc(/C=C/c2ccc3ccccc3n2)c1[N+](=O)[O-] returned SMN2 splice up 22µM*, RGS12 GoLoco inh 1%, TRb SRC2 PPI 0%, ALDH1A1 inh inconclusive, KDM4E inh -2%, LMNA splice mod inconclusive, TR SRC2 fluor cs -11% and RECQ1 helicase -2%.
Screening CN1C[C@@H]2C[C@H]1CN2c1cc2c(cc1F)c(=O)c(C(=O)O)cn2C1CC1 returned RGS12 GoLoco inh 1%, TRb SRC2 PPI 1%, LMNA splice mod inconclusive and TR SRC2 fluor cs 0%.
